Source: PubChem BioAssay (several laboratories)
MazF activator: increases E. coli MazEF RNase cleavage of RNA; 350,000 compounds, 0.32% hits; activation, % at 20 µM; FAM/BHQ RNA-DNA oligo cleavage fluorescence, 5 h; in the data active = activation above about 50%
Target sequence (P0AE70 whole entry, looked up): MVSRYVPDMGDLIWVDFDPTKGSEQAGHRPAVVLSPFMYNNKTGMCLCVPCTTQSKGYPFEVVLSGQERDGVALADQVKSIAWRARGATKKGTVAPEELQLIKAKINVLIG
PrPC surface inh: inhibitors of human cell surface prion protein PrPC. P04156. TR-FRET read-out. inhibition, % at 13.8 µM. 370,000 compounds, 0.43% hits. AID 720596; in the data active = inhibition above about 24%; also: 0% = median of the test wells and 100% = reference compound wells
BoNT F protease: inhibitors of Botulinum neurotoxin F light chain protease; Multiplex microsphere protease cleavage assay, flow cytometry; inhibition, % at 10 µM; 360,000 compounds, 0.22% hits; AID 588497; in the data active = inhibition above about 35%, passing the limit was not always enough; inconclusive = no clear call, values can overlap the other calls; also: plate controls were buffer without enzyme for full effect and enzyme alone for no effect
GDH-TPI counter: counter-screen for M. tuberculosis FBA inhibitors: GDH-TPI coupled enzymes. 360,000 compounds, 1.2% hits. inhibition, % at 4.8 µM. GDH-TPI coupled enzyme counterscreen, NADH absorbance; in the data active = inhibition above about 30%;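 also: 0% = DMSO wells and 100% = wells lacking the enzyme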
FadD28 binding: inhibitors of Mycobacterium tuberculosis FadD28 bisubstrate binding. AID 588549. inhibition, % at 12.5 µM. FadD28 bisubstrate probe binding, fluorescence polarization. 360,000 compounds, 0.22% hits; in the data active = inhibition above about 8.5%, passing the limit was not always enough; inconclusive = no clear call, values can overlap the other calls
FBA Mtb inh: inhibits M. tuberculosis FBA enzyme; P9WQA3; purified M. tuberculosis FBA, fluorescence read-out; inhibition, % at 1 µM; 360,000 compounds, 2.3% hits; AID 588726; in the data active = inhibition above about 27%;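 also: 0% = vehicle and 100% = reference inhibitor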
Target sequence (P9WQA3 whole entry, looked up): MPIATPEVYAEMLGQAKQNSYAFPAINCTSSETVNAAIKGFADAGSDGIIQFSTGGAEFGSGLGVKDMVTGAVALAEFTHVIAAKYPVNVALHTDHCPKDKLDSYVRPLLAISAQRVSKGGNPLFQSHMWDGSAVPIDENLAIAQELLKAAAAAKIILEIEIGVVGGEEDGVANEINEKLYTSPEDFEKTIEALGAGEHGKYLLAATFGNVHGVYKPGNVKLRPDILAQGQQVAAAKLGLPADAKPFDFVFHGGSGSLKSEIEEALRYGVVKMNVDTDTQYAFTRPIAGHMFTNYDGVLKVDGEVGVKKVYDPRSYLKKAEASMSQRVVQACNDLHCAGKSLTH
Rv3671c protease: inhibitors of M. tuberculosis serine protease Rv3671c. P9WHR9. inhibition, % at 5.96 µM. 320,000 compounds, 0.048% hits; in the data active = inhibition above about 38%;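 also: extracellular domain of Rv3671c used as enzyme; 0% = enzyme with DMSO and 100% = no enzyme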
Target sequence (P9WHR9 whole entry, looked up, the tested form may be a part): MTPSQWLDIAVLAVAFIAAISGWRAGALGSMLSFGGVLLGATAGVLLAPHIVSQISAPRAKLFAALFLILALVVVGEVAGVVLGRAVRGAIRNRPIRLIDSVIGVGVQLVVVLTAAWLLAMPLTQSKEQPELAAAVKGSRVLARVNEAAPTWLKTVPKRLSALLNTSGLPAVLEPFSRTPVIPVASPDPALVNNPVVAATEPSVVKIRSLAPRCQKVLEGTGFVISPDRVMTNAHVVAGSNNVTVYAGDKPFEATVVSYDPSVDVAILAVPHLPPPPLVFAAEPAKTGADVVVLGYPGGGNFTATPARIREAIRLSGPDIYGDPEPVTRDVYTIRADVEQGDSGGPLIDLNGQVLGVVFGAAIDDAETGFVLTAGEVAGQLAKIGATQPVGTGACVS
Mtb UGM inh: blocks M. tuberculosis UGM enzyme | P9WIQ1 | purified UGM, fluorescence polarization probe displacement | inhibition, % at 10 µM | 320,000 compounds, 0.06% hits; in the data active = inhibition above about 10%, passing the limit was not always enough; inconclusive = no clear call, values can overlap the other calls
BioA inh: inhibitors of Mycobacterium tuberculosis BioA enzyme; purified M. tuberculosis BioA enzyme, plate reader; inhibition, % at 9.99 µM; 360,000 compounds, 0.096% hits; AID 602481; in the data active = inhibition above about 40%; inconclusive = no clear call, values can overlap the other calls
* hit, by the source's call; ? = inconclusive; / = no result given.

canonical_smiles | BioA inh | Rv3671c protease | Mtb UGM inh | GDH-TPI counter | BoNT F protease | FadD28 binding | PrPC surface inh | MazF activator | FBA Mtb inh
Cc1[nH]nc2c1C(c1ccccn1)N(c1ccc(Br)cc1)C2=O (stereo not given) | 3.0 | -6 | -0.4 | 4 | 1 | -9.7 | -4 | -1 | 1
COc1ccc(CCNC(=O)C2CCCN(C(=O)N(C)C)C2)c(OC)c1 (stereo not given) | -2.2 | 5 | 0.3 | 11 | -3 | 0.9 | -5 | 4 | 1
COc1ccc(S(=O)(=O)n2c(N)nc3ccccc32)cc1 | -1.3 | / | / | 10 | -5 | -2.9 | 2 | / | 2
COc1ccc(C)cc1NC(=O)CCCN1C(=O)CN(C)C1=O | 0.3 | -5 | -1.8 | -7 | 3 | -3.8 | -3 | 10 | -2
Cc1ccc(NC(=O)c2cc(NC(=O)CCCC(=O)O)ccc2Cl)cc1Cl | 7.6 | -6 | -0.3 | 3 | -1 | -12 | 8 | -3 | 0
COc1cc(/C=C2\NC(=S)NC2=O)ccc1OCc1cccc(C(=O)O)c1 | 0.4 | -6 | 3.0 | 32* | 3 | -18 | -27 | 6 | 2
c1ccc2c(COn3nnc4ccccc43)cccc2c1 | -0.1 | 0 | -1.0 | 8 | 0 | -3.5 | -1 | -10 | 1
COc1ccc(/C=C(/NC(=O)c2ccccc2)c2nc3ccccc3[nH]2)cc1OC | 0.2 | 3 | 3.2 | 42* | -2 | -4.5 | -8 | 2 | 0
O=C(CSc1nnc(COc2ccccc2F)n1-c1ccccc1)NCc1ccco1 | 11 | -2 | -0.7 | -16 | 11 | -2.3 | 4 | 4 | -6
O=C(c1cc(N2C(=O)C3C4CCC(C4)C3C2=O)ccc1Cl)N1CCN(c2ccccc2)CC1 (stereo not given) | / | -4 | -1.4 | -7 | -4 | -3.6 | -2 | -3 | -1
O=c1c(Oc2ccccc2Br)c(C(F)(F)F)oc2c(CN3CCCC3)c(O)ccc12 | -0.6 | 4 | -0.8 | 3 | -16 | -2.9 | 0 | 2 | -1
COc1ccccc1NS(=O)(=O)c1ccc(NC(=O)CCNC(=O)c2ccco2)cc1 | 0.8 | 3 | 1.4 | 10 | -6 | -3.6 | -4 | -5 | -7
COc1cc(C(=O)NC(=S)N2CCN(C)CC2)cc(OC)c1OC | 0.3 | -1 | 1.1 | -3 | -2 | -5.0 | 2 | 1 | -3
CN(C)c1nc(-c2cccs2)cc(C(F)(F)F)c1C#N | 0.8 | -13 | 0.8 | 17 | / | -4.2 | -1 | -6 | 35*
CCOC(=O)c1c(NC(=S)N2CCN(C)CC2)sc(C)c1-c1ccccc1 | -2.0 | / | 2.8 | -3 | -4 | 0.6 | 0 | -7 | 0
O=C(NC1CCCN(c2ccc(C(F)(F)F)cn2)C1)c1cc(Cl)ccc1F (stereo not given) | -2.0 | -4 | -0.2 | 1 | 3 | -3.6 | 5 | 2 | 1
CCOC(=O)c1c(NC(=O)CCS(=O)(=O)c2ccccc2)sc2c1CCN(C)C2 | 4.4 | -10 | -6.1 | 5 | -4 | -1.6 | -7 | -45 | 3
C=CCOc1c(Br)cc(CNc2ccc(NC(=O)C(C)C)c(OC)c2)cc1OCC | / | 2 | -0.4 | 5 | -8 | -1.8 | -14 | -1 | -1
O=C(Cn1cc(COc2ccc(-n3cccc3)cc2)nn1)NS(=O)(=O)c1ccccc1C(F)(F)F | 1.2 | / | / | -4 | -7 | -5.1 | -3 | / | -3
Nc1nc(-c2ccco2)cs1 | -1.0 | -6 | 0.5 | -6 | 0 | -0.2 | -3 | -2 | -1

An excerpt from above, showing only MazF activator, BoNT F protease and BioA inh:
SMILES,MazF activator,BoNT F protease,BioA inh
CN(C)c1nc(-c2cccs2)cc(C(F)(F)F)c1C#N,-6,/,0.8
CCOC(=O)c1c(NC(=S)N2CCN(C)CC2)sc(C)c1-c1ccccc1,-7,-4,-2.0
O=C(NC1CCCN(c2ccc(C(F)(F)F)cn2)C1)c1cc(Cl)ccc1F (stereo not given),2,3,-2.0
CCOC(=O)c1c(NC(=O)CCS(=O)(=O)c2ccccc2)sc2c1CCN(C)C2,-45,-4,4.4
C=CCOc1c(Br)cc(CNc2ccc(NC(=O)C(C)C)c(OC)c2)cc1OCC,-1,-8,/
O=C(Cn1cc(COc2ccc(-n3cccc3)cc2)nn1)NS(=O)(=O)c1ccccc1C(F)(F)F,/,-7,1.2

More results
canonical_smiles | BioA inh | Rv3671c protease | Mtb UGM inh | GDH-TPI counter | BoNT F protease | FadD28 binding | PrPC surface inh | MazF activator | FBA Mtb inh
CCN(CC)C(=O)c1ccc(N(Cc2ccccc2)S(C)(=O)=O)cc1 | -0.8 | / | 3.2 | -11 | ? | -3.0 | -2 | 2 | -2
NNC(=O)c1cccc(O)c1 | -1.4 | -1 | 0.9 | -3 | -2 | -2.5 | 9 | -5 | -1
CCc1ccc(C(O)c2ncc(-c3cccc4ccccc34)[nH]2)cc1 (stereo not given) | 0.3 | / | / | 6 | -6 | -2.2 | 5 | / | 25
CCc1ccc(NC(=O)Cc2ccc(NC3=NC4CS(=O)(=O)CC4S3)cc2)cc1 (stereo not given) | -0.8 | 2 | -0.1 | -14 | -8 | -3.2 | -6 | 6 | -1
CC(=O)Nc1ccc(CN2CCN(C3CCCC3)C(CCO)C2)cc1 (stereo not given) | 0.4 | 0 | -0.7 | 4 | 1 | 1.5 | 1 | 2 | 2
CC(=O)O[C@@]12CO[C@@H]1C[C@@H](O)[C@@]1(C)C(=O)[C@H](O)C3=C(C)[C@@H](OC(=O)[C@H](O)[C@@H](NC(=O)c4ccccc4)c4ccccc4)C[C@@](O)([C@@H](OC(=O)c4ccccc4)C12)C3(C)C (stereo not given in full) | -1.7 | -5 | -2.3 | -8 | -5 | -3.7 | 7 | 3 | -2
COc1cc([N+](=O)[O-])cc(/C=N/NC(=O)Cn2cncn2)c1O | 0.5 | 6 | 1.1 | 10 | -1 | -3.0 | -4 | 1 | -19
COC(=O)c1ccc(NC(=O)[C@H](C)NC(N)=O)cc1 | -1.7 | -7 | -0.8 | 10 | 4 | -4.9 | 6 | -7 | -1
CCOC(=O)CSc1nnc(C2CCCCC2)n1C | -3.1 | -12 | 1.1 | -4 | 8 | -0.7 | 2 | 3 | 3
Cc1csc2nc3cc(C(N)=O)ccc3c(=O)n12 | -0.8 | 0 | -0.1 | 11 | 0 | -2.2 | -1 | 3 | 72*
Cc1nnc(NC(=O)CSc2nccn2Cc2ccccc2)s1 | 0.7 | -10 | 0.6 | 8 | -1 | 1.3 | 4 | 9 | 2
CCCNC(=O)COC(=O)c1ccccc1OCc1ccc(Cl)cc1 | -1.8 | -4 | 1.0 | -1 | -11 | -0.9 | 2 | -2 | 3
CCOc1ccc(Cl)cc1CN1CCOCC1 | / | 7 | -2.4 | 3 | 7 | -2.1 | -2 | -2 | 2
Cc1oc(-c2ccc(Cl)cc2)nc1CN1CCC(C(=O)NCCCN2CCCC2=O)CC1 | 1.9 | 0 | 5.3 | 8 | -6 | -1.1 | 2 | 3 | 4
O=C(CCc1ccccc1)N/N=C/c1cccc([N+](=O)[O-])c1 | / | 3 | -1.7 | 6 | -5 | 0.6 | -4 | -10 | 4
S=C1NCCc2ccc(Cl)cc2C1c1ccccc1 (stereo not given) | -1.7 | 3 | -0.8 | 12 | 4 | -20 | 12 | -2 | -1
CCOC(=O)Cc1csc(NC(=O)c2cnc3sc(C)cn3c2=O)n1 | -1.1 | -2 | 0.8 | 54* | -6 | -0.7 | 3 | 7 | -2
O=C(NCC1CCCO1)C(Cc1ccccc1)N1C(=O)C2C3C=CC(C4CC34)C2C1=O (stereo not given) | -0.5 | -9 | -0.2 | 0 | 0 | -1.7 | 6 | 11 | -4
CCN(CC)C(=O)C12C(=O)Oc3ccccc3C1C2(C)C(=O)c1ccc(F)cc1 (stereo not given) | / | -6 | 1.9 | 2 | 11 | -0.4 | -3 | -12 | 1
COc1ccc(CCNC2(C#N)CCCCC2)cc1OC | -0.5 | / | / | 7 | -4 | 0.3 | 5 | 8 | 1

Exported with two lines to a compound: part of the list above.
The line under a structure holds: BioA inh, Rv3671c protease, Mtb UGM inh, GDH-TPI counter, BoNT F protease, FadD28 binding, PrPC surface inh, MazF activator, FBA Mtb inh
Nc1nc(-c2ccco2)cs1
    -1.0, -6, 0.5, -6, 0, -0.2, -3, -2, -1
CCN(CC)C(=O)c1ccc(N(Cc2ccccc2)S(C)(=O)=O)cc1
    -0.8, /, 3.2, -11, ?, -3.0, -2, 2, -2

(list continues)
canonical_smiles | BioA inh | Rv3671c protease | Mtb UGM inh | GDH-TPI counter | BoNT F protease | FadD28 binding | PrPC surface inh | MazF activator | FBA Mtb inh
O=C(NC1CCCCC1)c1cccc2c1C(=O)c1ccc(N3CCC(Cc4ccccc4)CC3)cc1S2(=O)=O | -9.2 | -23 | 19* | 14 | 14 | -0.7 | -10 | -693 | 1
CCC[C@@H]1C=C(C(=O)OCC)[C@H](c2ccccc2)N1S(=O)(=O)c1ccc(C)cc1 | 0.1 | / | / | / | 2 | -0.4 | -1 | / | 4
Cc1ccc(/C(N)=N/OC(=O)Cc2cccs2)cc1 | -0.7 | 2 | -0.1 | -6 | -2 | -3.4 | -2 | -8 | -3
COC(=O)c1c(NC(=O)C2CC=CCC2C(=O)O)sc(C)c1C (stereo not given) | -1.2 | -10 | 1.2 | 12 | 1 | -1.2 | 1 | -10 | 2
CCOc1ccc(OCC(=O)OCC(=O)Nc2ccccc2C#N)cc1 | -0.6 | / | / | 3 | -12 | -2.8 | 7 | 10 | -3
CC(C)CCOCC(O)CCC(=O)NNC(=S)Nc1ccccc1 (stereo not given) | / | -1 | -2.5 | 5 | 0 | -0.8 | -1 | 2 | -3
CCOc1ccc(C(=O)NCC(=O)OCc2c(C)noc2C)cc1 | -0.9 | -1 | -1.9 | 8 | 5 | -3.8 | 5 | 4 | -2
COc1ccc(CNC(=O)c2cc3cc(OC)ccc3oc2=O)cc1 | 0.2 | 5 | 2.9 | 1 | ? | -0.5 | -8 | 7 | 12
O=C(Oc1ccccc1/C=C\C(=O)c1cc2ccccc2o1)c1cccc(F)c1 | / | -16 | 5.6 | 24 | -2 | -0.6 | -13 | 15 | -2
CC(C)C(c1nnnn1Cc1ccccc1)N(Cc1ccco1)Cc1cccs1 (stereo not given) | 0.6 | 0 | -1.5 | -6 | 4 | -5.7 | -17 | -6 | 0
CC(=O)Oc1cc2c(c3ccccc13)CCC2=O | -0.1 | / | / | 6 | -6 | -1.3 | -11 | 3 | 5
Cc1cc(C)c2c(c1)-c1c(ssc1=S)C(C)(C)N2C(=O)CSc1nncn1C | 0.9 | 4 | 0.7 | 8 | -3 | -2.4 | -14 | -2 | -3
CCn1nc(C)c(CN2CCCC(CNS(=O)(=O)c3ccc(OC)cc3)C2)c1C (stereo not given) | -2.2 | -3 | 4.5 | 9 | 13 | 1.3 | 10 | -6 | 4
C#CCOCCOCCOCCNc1nc(N2CCN(C(=O)Cn3cc(CCCCN)nn3)CC2)nc(N2CCN(C(=O)[C@H](CCCCN)n3cc(CCCC)nn3)CC2)n1 | 1.1 | -7 | 1.6 | -6 | -7 | -1.9 | 3 | 27 | 2
CC(C)C(NC(=O)c1ccc(Cl)cc1Cl)C(=O)N1CCC1 (stereo not given) | -3.3 | 4 | -0.5 | 3 | -7 | / | 1 | 8 | 1
CN(C)C1=NC[C@H](Cc2ccccc2)N1CC1CCCC1 | -3.1 | 1 | 1.2 | 7 | -16 | 0.7 | 5 | 0 | 2
CCN=C1SC(C(=O)Nc2cccc(Cl)c2)CC(=O)N1CC (stereo not given) | / | 2 | 1.1 | 6 | -1 | -2.1 | 7 | 8 | -1
CCOC(=O)Cn1cnc2c(nnn2Cc2ccc(Cl)cc2)c1=O | / | 1 | 3.4 | 6 | -7 | -0.2 | -3 | -6 | 4
CC1(C(=O)Nc2cccc(C(F)(F)F)c2)Cc2c(-c3ccc4c(c3)OCO4)ccnc2O1 (stereo not given) | -0.8 | / | / | -12 | 2 | -0.9 | 3 | / | 9
